Screening results as filed in PubChem BioAssay.
POLB inh: blocks human DNA polymerase beta activity; P06746; 1.3% of 340,000 active; Potency, µM (highest dose often 114 µM), without a hit: at the top dose activity change, negative = inhibition, actives largely listed as inhibitors; AID 485314; Pol beta primer extension/strand displacement, fluorescence kinetic; further: potency means the concentration at half of the fitted maximal effect; on the % scale 0 is the no-effect control and ±100 the full control effect
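Human Pol beta at 10 nM; strand-displacement substrate 50 nM final. Compound exposure 15 min at room temperature before start, reaction 10 min at room temperature.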
Anesthetic bind: candidate novel general anesthetic via apoferritin binding; Potency, µM (highest dose often 77.5 µM), without a hit: at the highest dose activity change, negative = displacement, most hits filed as inhibitors; 0.074% of 350,000 active; apoferritin/1-aminoanthracene competitive binding, fluorescence; P02791; further: potency means the concentration at half of the fitted maximal effect; on the % scale 0 is the no-effect control and ±100 the full control effect; nearly all actives have a fitted effect of over 20% in size
Target sequence (P02791 2-175 limits assumed): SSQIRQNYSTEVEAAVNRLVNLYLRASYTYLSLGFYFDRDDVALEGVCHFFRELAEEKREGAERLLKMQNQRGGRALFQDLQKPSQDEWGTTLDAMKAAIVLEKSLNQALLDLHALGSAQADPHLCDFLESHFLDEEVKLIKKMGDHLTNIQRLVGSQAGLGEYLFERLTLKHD
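10 uM apoferritin + 50% sat. 1-AMA, PBS; cpd 10 min RT; Ex380/Em535 endpoint; normalized to free probe vs complex; 4-param Hill fit; propofol titration as pos. ctrl.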
Pol kappa inh: blocks human DNA polymerase kappa activity; Q9UBT6; purified Pol kappa, fluorescent DNA synthesis assay, 10 min; Potency, µM (top dose mostly 107 µM), without a hit: top-dose activity, negative = inhibition, usual class: inhibitors; 0.53% of 400,000 active; further: potency means the concentration at half of the fitted maximal effect; on the % scale 0 is the no-effect control and ±100 the full control effect
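Fluorescent qHTS in 1536-well format: enzyme (10 nM) and compound sat 15 min at room temperature before 50 nM substrate (final) was added. Signal taken at 0 and 10 min; no-enzyme buffer wells were negative controls.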
Tb PGK inh: blocks T. brucei phosphoglycerate kinase. 0.043% of 380,000 active. P07378. Potency, µM (doses to about 57.5 µM), for inactives: at the top dose activity change, negative = inhibition, usual class: inhibitors. PGK/GAPDH coupled, Kinase-Glo luminescence, 60 min. AID 602233; further: potency means the concentration at half of the fitted maximal effect; on the % scale 0 is the no-effect control and ±100 the full control effect; nearly all actives have a fitted effect of over 60% in size
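Luminescent ATP detection (Kinase-Glo Plus) follows a 60-minute room-temperature incubation, with wells lacking PGK as controls. Buffer: 100 mM TEA (pH 7.6), 5 mM MgCl2, 0.01% Tween-20. Coupling enzyme GAPDH (100 nM final) supplies unstable 1,3-BPG in-well.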
RXFP1 antagonist: antagonists of human relaxin receptor RXFP1; Q9HBX9; HEK293-RXFP1, relaxin-stimulated cAMP HTRF, 30 min; stronger effect = lower value; activity change, negative = inhibition, % at 57.5 µM; 0.59% of 350,000 active; AID 1259400;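 active means activity change of -60% or lower, but not beyond a set lower limit; inconclusive means change between -60% and -40%, or beyond the set limit; inactive means change above -40%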; further: on the % scale 0 is the no-effect control and ±100 the full control effect
Pol eta inh: blocks human DNA polymerase eta activity. Q9Y253. recombinant Pol eta, fluorescent DNA replication assay. Potency, µM (highest dose often 114 µM), without a hit: at the highest dose activity change, negative = inhibition, most hits filed as inhibitors. 1.2% of 390,000 active. AID 588591; further: potency means the concentration at half of the fitted maximal effect; on the % scale 0 is the no-effect control and ±100 the full control effect
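Pol eta at 10 nM preincubated with compounds 15 min at room temperature; reaction started with fluorescent substrate (50 nM final) and read kinetically at 0 and 10 min.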
APE1 inh: blocks human APE1 abasic DNA cleavage. Potency, µM (titrated, usually from 65.8 µM), for the others: top-dose activity change, negative = inhibition, hits mostly inhibitors. 0.35% of 350,000 active. P27695. recombinant APE1, TAMRA/BHQ-2 abasic DNA cleavage fluorescence;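 further: potency means the concentration at half of the fitted maximal effect; plate controls were vehicle for no effect and reference inhibitor for full effect; nearly all actives have a fitted effect of over 55% in size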
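Incision of a quenched TAMRA/BHQ-2 THF abasic-site duplex (50 nM) by 0.75 nM APE1, after 15 min compound preincubation, measured as fluorescence increase over three 60 s reads. Values normalized to buffer, DMSO and NSC13755 control wells.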
POLI inh: inhibitors of human DNA polymerase iota; Q9UNA4; AID 588590; 1% of 390,000 active; Potency, µM (titrated, usually from 115 µM), inactives show top-dose activity, negative = inhibition, usual class: inhibitors; Pol iota fluorescent replication assay, 10 min; further: potency means the concentration at half of the fitted maximal effect
Target sequence (Q9UNA4 whole entry, looked up): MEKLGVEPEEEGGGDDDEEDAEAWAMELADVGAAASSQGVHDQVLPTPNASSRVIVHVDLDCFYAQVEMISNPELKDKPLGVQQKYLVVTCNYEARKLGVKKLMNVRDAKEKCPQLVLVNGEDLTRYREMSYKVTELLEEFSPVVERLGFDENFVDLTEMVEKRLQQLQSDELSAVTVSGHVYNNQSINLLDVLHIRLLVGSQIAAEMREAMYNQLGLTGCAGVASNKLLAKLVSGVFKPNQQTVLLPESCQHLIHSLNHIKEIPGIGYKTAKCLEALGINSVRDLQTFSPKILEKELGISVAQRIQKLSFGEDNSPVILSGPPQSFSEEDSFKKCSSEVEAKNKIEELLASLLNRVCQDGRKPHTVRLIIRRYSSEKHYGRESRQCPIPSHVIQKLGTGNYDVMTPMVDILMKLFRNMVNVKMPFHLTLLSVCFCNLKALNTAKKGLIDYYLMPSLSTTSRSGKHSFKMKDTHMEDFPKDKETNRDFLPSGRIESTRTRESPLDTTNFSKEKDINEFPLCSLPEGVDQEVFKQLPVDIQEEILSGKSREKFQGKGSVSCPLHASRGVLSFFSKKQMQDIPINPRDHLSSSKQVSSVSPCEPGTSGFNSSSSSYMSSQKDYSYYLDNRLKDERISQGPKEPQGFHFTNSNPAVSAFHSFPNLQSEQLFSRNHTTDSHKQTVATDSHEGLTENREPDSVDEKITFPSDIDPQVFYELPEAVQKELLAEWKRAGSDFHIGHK
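Pol iota at 10 nM preincubated 15 min with compounds at room temperature; reaction started with fluorescent substrate, 50 nM final. Fluorescence read kinetically at 0 and 10 min; buffer-only wells as negative control.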
BLM helicase inh: blocks DNA unwinding by human BLM helicase; recombinant BLM DNA unwinding, fluorescence dequenching; P54132; AID 2528; Potency, µM (top dose mostly 56.1 µM), for inactives: at the top dose activity change, negative = inhibition, hits mostly inhibitors; 0.2% of 350,000 active;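 further: potency means the concentration at half of the fitted maximal effect; plate controls were vehicle for no effect and no enzyme for full effect; nearly all actives have a fitted effect of over 35% in size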
Active calls of the source: *; i = inactive; ? = inconclusive; · = no result given; & = joins results of further samples; [ ] = another dose, or the depositor's remark. Unless noted, the call rests on the fitted dose curve; in most records, active means well fitted curve in the direction sought with a large enough effect; inconclusive means small, poorly fitted or top-dose-only effect, or another doubt; inactive means no such curve, though single readings can be large; an effect the other way counts as inactive or inconclusive.

SMILES | POLB inh | Anesthetic bind | Pol kappa inh | Tb PGK inh | RXFP1 antagonist | Pol eta inh | APE1 inh | POLI inh | BLM helicase inh
CCN(CC)CCN1C(=O)C2C(C(=O)Nc3cccc(SC)c3)C3C=CC2(O3)C1C(=O)NC1CCCC(C)C1C (stereo not given) | 6% | -3% | -20% | 1% | 19 | -10% | -3% | 65%[activator] | 2%
COc1ccc(Br)cc1CNC(=O)CCC(=O)N1CCSc2ccccc21 | 1%&-2% | -17%&-9% | -4%&-15% | -8%&-2% | 6&-8 | -21%&-6% | -14% | 44%&-20%[activator] | -6%&-2%
CSc1cccc(CN2CCCC(CNC(=O)c3ccc(F)cc3)C2)c1 (stereo not given) | 20% | -11% | 0% | -4% | 1 | -13% | 4% | 6% | -3%
OC[C@@H]1[C@@H](c2ccc(F)cc2)C(c2ccccc2)=NN1c1ccccc1 | · | 462%[activator][110 µM] | ? | i | · | -18% | ? | 9% | -14%[75.6 µM]
O=C(COC(=O)C1CCCN1C(=O)C12CC3CC(CC(C3)C1)C2)c1ccc(Br)cc1 (stereo not given) | -2% | 3% | -9% | -4% | 5 | -2% | 19% | 41%[activator] | 5%
COc1cccc(C(Nc2ccccn2)c2oc(CO)cc(=O)c2O)c1 (stereo not given) | -24% | -20% | -3% | 0% | 13 | -21% | 7% | 16% | -2%
CCOC(=O)c1c(S(=O)(=O)N2CCCC(C(=O)Nc3ccc(OCC)cc3)C2)c(C)n(C)c1C (stereo not given) | -22% | 1% | -5%[60.1 µM] | -2% | -10 | -3% | · | 11% | -2%
CC1(C)NC(=O)N(CC(O)COc2ccccc2-c2ccccc2)C1=O (stereo not given) | 10% | -7% | -4% | 5% | -4 | -11% | -2% | 21% | -4%
COc1cc(C2C=C(C34CC5CC(CC(C5)C3)C4)NC(=S)N2)cc(OC)c1OC (stereo not given) | 0% | -21% | 4% | i | -7 | 7% | -4% | 4% | -2%
COc1ccc(NC(=O)c2cc3c(s2)-c2c(C)cccc2OC3)c(OC)c1 | -2% | 64%[activator] | 1% | -7% | -22 | -6% | · | 25% | -6%

Single records, from the list above. Order of screens: POLB inh, Anesthetic bind, Pol kappa inh, Tb PGK inh, RXFP1 antagonist, Pol eta inh, APE1 inh, POLI inh, BLM helicase inh
Profile of COc1ccc(Br)cc1CNC(=O)CCC(=O)N1CCSc2ccccc21 → 1%&-2%, -17%&-9%, -4%&-15%, -8%&-2%, 6&-8, -21%&-6%, -14%, 44%&-20%[activator], -6%&-2%
Profile of O=C(COC(=O)C1CCCN1C(=O)C12CC3CC(CC(C3)C1)C2)c1ccc(Br)cc1 (stereo not given) → -2%, 3%, -9%, -4%, 5, -2%, 19%, 41%[activator], 5%
Profile of CSc1cccc(CN2CCCC(CNC(=O)c3ccc(F)cc3)C2)c1 (stereo not given) → 20%, -11%, 0%, -4%, 1, -13%, 4%, 6%, -3%
Profile of COc1cccc(C(Nc2ccccn2)c2oc(CO)cc(=O)c2O)c1 (stereo not given) → -24%, -20%, -3%, 0%, 13, -21%, 7%, 16%, -2%

Additional entries.
SMILES | POLB inh | Anesthetic bind | Pol kappa inh | Tb PGK inh | RXFP1 antagonist | Pol eta inh | APE1 inh | POLI inh | BLM helicase inh
Cc1ccccc1NC(=S)N1CCOCC1 | 1% | -2% | -21% | · | 2 | -3% | 6% | 8% | -6%
O=C(Nc1cc(C(F)(F)F)ccc1N1CCCCC1)c1ccco1 | 1% | -6% | -17% | -9% | -9 | -13% | 13% | 12% | -1%
O=C(NC1CCCN(c2ccc(C(F)(F)F)cn2)C1)c1ccncc1 (stereo not given) | 97% | -7% | 10% | 7% | -4 | -3% | 33% | 21% | -1%
Cn1c(COc2ccccc2)nnc1SCC(=O)NC1CCCC1 | 4% | 8% | 3% | -1% | -7 | -16% | 8% | -8% | 0%
O=C(c1ccc(Cl)c(NC2=NC3CS(=O)(=O)CC3S2)c1)N1CCN(c2ccc(F)cc2)CC1 (stereo not given) | 44% | -7% | -8% | 0% | -31 | 8% | -12% | -4% | -3%
CCC(C)n1c(=S)[nH]c2c(sc3ccc([N+](=O)[O-])cc32)c1=O (stereo not given) | -1% | -9% | 1% | -3% | -13 | -10% | -1% | 25% | -2%
Cc1ccc(NC(=O)Cc2n[nH]c(=S)n2C)cc1 | 28% | -5% | 12% | -5% | 1 | -12% | 0% | -9% | 0%
COc1cc(-c2nc(S(=O)(=O)c3ccc(C)cc3)c(N3CCOCC3)o2)cc(OC)c1OC | 7% | -10% | -4% | i | · | -20% | -11% | 14% | 3%
Cn1c(=O)n(C)c2cc(NC(=O)COc3ccccc3)ccc21 | 3% | -2% | -10% | -4% | 12 | 0% | 4% | -3% | 1%
CN(C)c1ccc(C=NN2CCCCCC2)cc1 | · | · | -6% | 2% | 1 | -24% | · | 27% | ·
COCC(C)n1c(C)cc(C(=O)COC(=O)C2=NN(c3ccccc3)C(=O)CC2)c1C (stereo not given) | -2% | -14% | · | · | · | · | 1% | · | -1%
CC1(C)Cc2c(sc3c4nnnn4c4nnnn4c23)CO1 | -1% | -11% | · | · | · | · | 5% | · | 0%
Cc1cc(C)cc(-n2c(N)c(C(=O)Nc3c(C)n(C)n(-c4ccccc4)c3=O)c3nc4ccccc4nc32)c1 | 11% | -9% | 3% | -6% | 0 | 1% | 1% | 14% | -13%
COc1ccc(CC(=O)N2CCOCC2)cc1 | 10% | 25% | -5% | -1% | 9 | -2% | 0% | 5% | 3%
NC(=O)CC(NC(=O)Cc1ccc(Br)cc1)c1ccc(N2CCN(c3ccccc3)CC2)c([N+](=O)[O-])c1 (stereo not given) | 2% | -15% | 14% | i | · | 8% | 6% | ? | -3%
CC1CC(C)(C)NC(=S)O1 (stereo not given) | 59%&24% | 0%&-6% | -21%&7% | 6%&-9% | 9&-16 | -6%&-3% | 1%&-1% | -13%&100% | -4%&4%
CC/C(=N/N=C(/CC)c1ccc(O)cc1)c1ccc(O)cc1 | · | · | -15% | 4% | -5 | -19% | · | 11% | ·
Cc1ccc(-n2nnnc2-c2ccccc2)cc1 | 7% | -6% | 4% | 0% | -16 | -5% | 22% | 166%[activator] | -5%
O=C(c1ccco1)c1cc2c(ccc3ccccc32)oc1=O | 9% | 27% | -6% | -2% | 22 | -2% | 1% | 2% | -5%
CC/C=C/[C@@H](c1ccccc1)[C@H](C)C(O)CC(=O)SC(C)(C)C (stereo not given in full) | · | -2% | -18% | · | · | · | 19% | -14% | -8%
COc1ccc(NC(=O)CN2C(=O)COc3ccc(S(=O)(=O)N4CCOCC4)cc32)c(OC)c1 | 99% | -9% | -9% | i | 2 | -7% | 19% | 14% | 3%
Cn1cncc1C#Cc1c(C=O)n(C)c2ccccc12 | · | · | -33% | 3% | · | -18% | -8% | ? | ·
COc1ccc(CN2CCC3CC2c2cc(-c4cccc(C)c4)ccc23)cc1 (stereo not given) | · | · | -8% | 0% | · | -5% | · | -4% | ·
C/C=C/c1ccc(OCC(=O)OCC2=C(C(=O)OCC)C(C)NC(=O)N2)c(OC)c1 (stereo not given) | · | · | -13% | -2% | -14 | 2% | -11% | 62%[activator] | ·
CCCc1cc(=O)oc2cc(C)cc(OCC(=O)NC3CCN(Cc4ccccc4)CC3)c12 | ? | -1% | 1% | 4% | 11 | -5% | -16% | 16% | -8%
COc1ccc(C(=O)NC(=S)N2CCN(c3ccccc3OC)CC2)cc1OC | -1% | -4% | -14% | -6% | 0 | 0% | 6% | 22% | -4%
O=C(NNC(=O)c1ccc(Cl)c(S(=O)(=O)Nc2ccc(Cl)cc2)c1)c1ccc(=O)[nH]c1 | · | · | -10% | -7% | 2 | -12% | 7% | 11% | ·
COCCNC(=O)CCN1N=C(c2ccccc2)CCC1=O | 2% | -6% | -7% | i | -4 | -6% | 43% | 11% | 0%
COS(C)(=O)=O | · | -1% | -4%[60.1 µM] | · | · | · | -3%&3% | · | 0%
COc1cc(NC(=O)COC(=O)CNC(=O)c2cc(C)cc(C)c2)c(C)cc1[N+](=O)[O-] | 4% | -11% | -7% | -10% | -5 | -8% | ? | ? | -7%
Cc1sc2c(c1C)C(=O)/C(=C\Nc1ccccn1)S(=O)(=O)N2C | -15% | -8% | -2% | 2% | 10 | -23% | 0% | 135%[activator] | -3%
CCC(C(=O)NCCc1ccc(OC)c(OC)c1)n1nc(C)n2c(cc3occc32)c1=O (stereo not given) | 17% | -5% | 3% | 5% | -20 | -12% | 18% | 19% | -7%
COC(=O)c1ccc2nc(C(F)(F)F)[nH]c2c1 | 14% | -9% | 1% | 13% | 5 | ? | ? | 24% | -8%
CCC(Cc1ccccc1)NC(=O)Cn1ncc2c3ccccc3n(Cc3ccccc3)c2c1=O (stereo not given) | 31% | -8% | 0% | 4% | 4 | -11% | · | 9% | 0%
NC(=O)c1cc(S(=O)(=O)NCc2cccc(Br)c2)cs1 | -19%&21% | -8%&5% | -6%&32% | -8%&4% | -17 | -14%&-8% | 48% | 3%&4% | -1%&-1%
Cc1cc(NC(=O)C2CCCCC2)nc2c1c(=O)oc1ccccc12 | 12% | -13% | -4% | -2% | -8 | -17% | 19% | 8% | -6%
Cc1ccc(NC(=O)COC(=O)CN2C(=O)C3CCCCC3C2=O)cc1C (stereo not given) | · | · | 1% | i | -7 | -15% | -2% | 15% | ·
Cc1cc(C)n2nc(SCCC(=O)NCCc3ccccc3)nc2n1 | 1% | -17% | -18% | -8% | 5 | -2% | 2% | 7% | -1%
COc1ccc(C)cc1NC(=O)c1cc2c(s1)-c1ccccc1SC2 | -2% | -3% | -3% | · | -5 | · | · | 6% | -6%
Cc1ccc(Cl)cc1NC(=O)c1cc2ccccc2cc1O | 25µM* | 7% | -8% | -2% | -6 | 2% | 11% | -3% | -16%
O=C(NC1CCCCC1)C(c1ccccn1)N(C(=O)c1csnn1)c1ccccc1F (stereo not given) | 21% | -7% | 0% | -3% | 0 | -22% | 29% | 21% | -2%
Cc1c(CNCc2ccc(Cl)cc2)c(C(=O)O)c(C)n1Cc1ccc(F)cc1 | 16% | -7% | -6% | 11% | -12 | -21% | · | 18% | 1%
Cc1ccccc1NC(=O)C1Cc2ccccc2CN1C(=O)OCc1ccccc1 (stereo not given) | -5% | 3% | -2% | -5% | 15 | -18% | 3% | -10% | -4%

These rows are one share of the data (hit frequency here may not be typical).
